DRD3 agonist: qHTS of D3 Dopamine Receptor Agonist: qHTS; D3R DiscoveRx beta-arrestin cells, luminescence, 90 min; max activation, %; 410,000 compounds, 0.58% hits; in the data active means max activation above about 30%; further: 0% is about no effect; mostly tested at two doses, the higher about 12 µM
Target sequence (P35462 whole entry, looked up): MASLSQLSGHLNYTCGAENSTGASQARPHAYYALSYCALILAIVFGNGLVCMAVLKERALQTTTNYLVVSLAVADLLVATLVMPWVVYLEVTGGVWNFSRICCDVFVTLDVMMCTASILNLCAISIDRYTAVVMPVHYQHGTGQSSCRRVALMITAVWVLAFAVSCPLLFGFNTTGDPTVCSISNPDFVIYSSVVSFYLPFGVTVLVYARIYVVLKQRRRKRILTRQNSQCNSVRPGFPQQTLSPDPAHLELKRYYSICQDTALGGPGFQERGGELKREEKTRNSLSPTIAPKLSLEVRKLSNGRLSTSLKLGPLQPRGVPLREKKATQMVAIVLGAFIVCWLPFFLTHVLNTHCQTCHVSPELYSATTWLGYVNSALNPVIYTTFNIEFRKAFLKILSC
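Agonist mode: compounds and dopamine controls were applied to plated cells for 90 min at 37 degrees C after an overnight attachment at 1500 cells/well. Luminescent read-out followed 30 - 60 minutes at room temperature with DiscoveRx detection reagent.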
KB-3-1 cytotox: qHTS assay for MDR1-selective chemotherapeutics: Primary screen using the parental adenocarcinoma cell KB-3-1; Potency, µM (doses to about 46.1 µM), without a hit: at the top dose activity change, negative = cytotoxic, usual class: cytotoxic; 400,000 compounds, 1.4% hits; KB-3-1 viability, CellTiter-Glo ATP luminescence, 72 h; AID 1347075, 2019; further: potency means the concentration at half of the fitted maximal effect; on the % scale 0 is the no-effect control and ±100 the full control effect; nearly all actives have a fitted effect of over 60% in size
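KB-3-1 cells, DMEM (no phenol red) + 10% FBS; compound by pin transfer, 72 h, 37 °C. Readout: CellTiter-Glo luminescence after 10 min. Data normalized, curve-fitted.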
KB-V1 MDR tox: qHTS assay for MDR1-selective chemotherapeutics: Primary screen using the drug-selected MDR subline cells KB-V1; Potency, µM (titrated, usually from 46.1 µM), inactives show at the top dose activity change, negative = cytotoxicity, hits mostly cytotoxic; 400,000 compounds, 3.4% hits; KB-V1 MDR cells viability, CellTiter-Glo, 72 h; further: potency means the concentration at half of the fitted maximal effect; on the % scale 0 is the no-effect control and ±100 the full control effect; nearly all actives have a fitted effect of over 60% in size
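Cytotoxicity toward P-gp-expressing KB-V1 cells was determined as loss of CellTiter-Glo luminescence after 72 h at 37 degrees C. Compounds were tested in quantitative HTS format across a concentration range, with curves fitted to normalized data.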
GLP-1R agonist: qHTS of GLP-1 Receptor Agonists | Glucagon-like peptide 1 receptor (Homo sapiens), P43220 | Potency, µM (series often up to 45.6 µM), without a hit: at the top dose activation, usual class: activators | HEK293 GLP-1R CRE-luciferase, luminescence, 4-6 h; cells express a hypersensitive GLP-1R form | 380,000 compounds, 0.007% hits; further: potency means the concentration at half of the fitted maximal effect; % of control where 0% means no effect
Target sequence (P43220 whole entry, looked up): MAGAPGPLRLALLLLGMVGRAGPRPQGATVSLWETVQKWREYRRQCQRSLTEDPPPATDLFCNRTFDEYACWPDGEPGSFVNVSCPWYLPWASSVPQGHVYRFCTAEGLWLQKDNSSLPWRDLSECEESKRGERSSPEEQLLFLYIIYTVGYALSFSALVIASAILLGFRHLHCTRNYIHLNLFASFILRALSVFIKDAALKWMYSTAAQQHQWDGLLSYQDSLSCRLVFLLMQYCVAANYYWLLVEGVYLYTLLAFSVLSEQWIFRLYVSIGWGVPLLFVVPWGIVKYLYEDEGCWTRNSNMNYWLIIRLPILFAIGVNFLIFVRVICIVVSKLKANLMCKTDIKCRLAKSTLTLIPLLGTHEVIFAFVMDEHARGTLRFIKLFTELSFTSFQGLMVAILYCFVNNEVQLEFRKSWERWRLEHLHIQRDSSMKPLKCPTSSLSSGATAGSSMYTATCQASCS
HT1080 IDH1KD tx: qHTS for induction of synthetic lethality in tumor cells producing 2HG: qHTS for the HT-1080-IDH1KD cell line; HT-1080 IDH1 knockdown viability, ATP luminescence, 48 h; Potency, µM (titrated, usually from 46.1 µM), inactives show at the highest dose activity, negative = toxicity, most hits filed as cytotoxic; 360,000 compounds, 2% hits;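 further: potency means the concentration at half of the fitted maximal effect; 0% = DMSO wells and -100% = cell-free medium wells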
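Cytotoxicity counter-line: IDH1KD HT-1080, 48 h, CellTiter-Glo. Curves classed by r2, magnitude and activity.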
IL1B secr inh: qHTS for Inhibitors of Inflammasome Signaling: IL-1-beta AlphaLISA Primary Screen | THP-1 LPS/ATP IL-1B secretion, AlphaLISA, 16 h; active compounds read low | activity change, % at 57.5 µM | 360,000 compounds, 4.7% hits | AID 743279, 2014; in the data active means activity change below about -50%; inconclusive means mostly about -30% to -49%; further: on the % scale 0 is the no-effect control and ±100 the full control effect
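THP-1 cells pretreated 1 hr with compounds (up to 57.5 uM final), then stimulated with LPS (250 ng/mL final) plus ATP (1.25 mM final); secreted IL-1B measured by AlphaLISA after 16 hr, decreased signal indicating inhibition.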
SW480 rerep: A quantitative high throughput screen for small molecules that induce DNA re-replication in SW480 colon adenocarcinoma cells; SW480 DNA re-replication, Hoechst DNA content imaging, 48 h; Potency, µM (doses to about 46.1 µM), without a hit: top-dose re-replication activation, hits mostly activators; 340,000 compounds, 1.8% hits; AID 624297, 2012; further: potency means the concentration at half of the fitted maximal effect; % of control where 0% means no effect; nearly all actives have a fitted effect of over 55% in size
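DNA re-replication was detected as more nuclei of elevated Hoechst intensity after 48 hr exposure to compound (23 nL pinned per well of 250 cells).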
HT1080-NT tox: qHTS for induction of synthetic lethality in tumor cells producing 2HG: qHTS for the HT-1080-NT fibrosarcoma cell line; Potency, µM (top dose mostly 46.1 µM), for inactives: at the highest dose activity, negative = less viability, actives largely listed as cytotoxic; HT-1080-NT fibrosarcoma viability, CellTiter-Glo ATP luminescence, 48 h; 360,000 compounds, 1.6% hits;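 further: NT is the 2HG producing partner of a matched IDH1 knockdown line; potency means the concentration at half of the fitted maximal effect; 0% = DMSO-treated cells and -100% = media-only wells without cells; nearly all actives have a fitted effect of over 55% in size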
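Viability by CellTiter-Glo luminescence after 48 h compound exposure at 37C of HT-1080-NT cells (750/well, RPMI, 5% FBS). % activity scaled between DMSO wells and medium-only wells, then curve-fitted and categorized by curve class.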
DRD3 antagonist: qHTS of D3 Dopamine Receptor Antagonist: qHTS | D(3) dopamine receptor (Homo sapiens), P35462 | D3R cells, DiscoveRx beta-arrestin luminescence, antagonist mode; active compounds read low | max response, negative = inhibition, % | 360,000 compounds, 2.5% hits | AID 652054, 2013; in the data active means max response below about -50%; inconclusive means no clear call, values can overlap the other calls; further: on the % scale 0 is the no-effect control and ±100 the full control effect; mostly tested at two doses, the higher about 12 µM
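Cells plated overnight at 1500 cells/well, then exposed to library compounds with dopamine controls for 90 minutes at 37 degrees C. DiscoveRx reagent added for 30–60 minutes at room temperature; luminescence read, quantitative HTS format.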
Starred values were filed as active, the others as inactive; ? = inconclusive; . = no result given; & = joins results of further samples; [ ] = another dose, or the depositor's remark. Unless noted, the call rests on the fitted dose curve; in most records, active means well fitted curve in the direction sought with a large enough effect; inconclusive means small, poorly fitted or top-dose-only effect, or another doubt; inactive means no such curve, though single readings can be large; an effect the other way counts as inactive or inconclusive. An unsorted share of the library, and some 12% of all compounds hit somewhere here.

SMILES	DRD3 agonist	KB-3-1 cytotox	KB-V1 MDR tox	GLP-1R agonist	HT1080 IDH1KD tx	IL1B secr inh	SW480 rerep	HT1080-NT tox	DRD3 antagonist
Cn1cccc1C(=O)NC(=O)COC(=O)Cc1coc2ccc3ccccc3c12	-7	-2%	-14%	4%	-11%	63	-3%	-6%	-13
N#Cc1cccc(S(=O)(=O)NNC(=O)C23CC4CC(CC(C4)C2)C3)c1	0	0%	9%	-6%	-2%	18	-3%	1%	24
CCC(OC(=O)c1ccco1)C(=O)NCc1ccc(OC)cc1 (stereo not drawn)	4	1%	4%	3%	4%	-6	-5%	21%	13
Nc1nc(-c2ccc(F)cc2)cc(C(F)(F)F)n1	-2	1%	-10%	-18%	-6%	0	11%	-5%	-23
CCN(CC)CCCCCC(=O)Nc1ccccc1C(=O)Nc1ccccc1	0	-20%	-4%	-1%	0%	-9	-9%	2%	-7
COC(=O)c1cccc(S(=O)(=O)N2CCC(c3nc4ccccc4o3)CC2)c1	15	-2%	-23%	-4%	-1%	51	-8%	-3%	16
CCOC(=O)c1c(NC(=O)Cn2c(=O)oc3ccccc32)oc(C)c1C(C)=O	-1	7%	6%	5%	-6%	24	-5%	0%	-18
O=C(NC1CC(=O)N(c2ccccc2)C1)N1CCN(C(=O)c2ccco2)CC1 (stereo not drawn)	1	28%	2%	5%	-3%	10	1%	-6%	23
CCCCn1c(N)c(N(CC(C)C)C(=O)c2cc3c(s2)CCCCC3)c(=O)[nH]c1=O	-2	-6%	0%	4%	5%	-5	7.3µM*	2%	7
CC1(C)CC(=O)C2=C(C1)N(c1cccc(O)c1)C1=C(C2)C(=O)CC(C)(C)C1	-2	9%	22%	-4%	6%	-9	-1%	7%	2
Oc1ccc2oc3c(c2c1/C=N/n1cnnc1)CCCC3	-1	0%	?	-1%	-18%	38	-4%	2%	?
Cc1ccc(S(=O)(=O)N2CCOCC2)cc1C(=O)N1CCN(S(=O)(=O)c2ccccc2F)CC1	-4	-5%	0%	-4%	-2%	2	-16%	-2%[9.24 µM]	4
CCOc1ccc(NC(=S)N(CCc2c(C)[nH]c3ccccc23)Cc2cccnc2)cc1	-6	-4%	?	-1%	-18%	-19	-14%	-20%	-15
COc1ccc(CN(C)CC(=O)Nc2ccc(N3CCOCC3)cc2)cc1OC	3	9%	3%	?	8%	-2	0%	10%	9
COc1ccccc1Nc1nc(N)nc(CSc2nc(C)cc(C)n2)n1	3	?	13µM*	?	0%	8	-3%	-1%	12
O=C(CCc1nnc(C2CCCCC2)o1)N1CCN(Cc2ccccc2)CC1	10	-1%	-24%	6%	-6%	-1	-122%[inhibitor]	7%	0
CC(C)C(=O)Nc1ccc(N2CCN(c3ccc(F)cc3)CC2)cc1	6	3%	2%	6%	7%	3	1%	9%	11
O=C(O)c1[nH]c(-c2ccccc2)c2c1C(=O)N(C1CC1)C2=O	4	0%	21%	7%	6%	28	.	23%	6
Cc1cc(C(C)(C)C)oc1C(=O)OCC(=O)NC1CCCCC1	4	-15%	?	19%	8%	-4	2%	13%	2
COc1ccc(NC(=O)c2sc(SCc3ccccc3)nc2N)cc1	1	6%	-1%	6%	5%	9	-7%	1%	31
Clc1cccc(OCCn2cncn2)c1Cl	16	2%	-6%	5%	9%	32	0%	13%	?
CCOc1ccc(N2CC(C(=O)NCc3ccccn3)CC2=O)cc1 (stereo not drawn)	-8	25%	-8%	1%	-1%	8	-11%	-2%	3
CCCCC(=O)N(C)c1c(CC)nc2c(OCC(=O)c3ccc(F)cc3)cccn12	3	0%	-2%	13%	5%	-4	.	-3%	32
c1cncc(-c2nc3ccccc3o2)c1	4	11%	-1%	-18%	16%	26	-5%[9.22 µM]	13%	?
COc1ccc(C(F)(F)F)cc1N/C=C/c1nnnn1-c1ccc2ccccc2c1	10	17%	-7%	0%	5%	-13	-10%	6%	23

Just KB-3-1 cytotox and DRD3 antagonist (2 entries from above):
Structure	KB-3-1 cytotox	DRD3 antagonist
COc1ccc(NC(=O)c2sc(SCc3ccccc3)nc2N)cc1	6%	31
CCC(OC(=O)c1ccco1)C(=O)NCc1ccc(OC)cc1 (stereo not drawn)	1%	13

As entered above.
`O=C(O)c1[nH]c(-c2ccccc2)c2c1C(=O)N(C1CC1)C2=O` in KB-3-1 cytotox shows 0%
`COC(=O)c1cccc(S(=O)(=O)N2CCC(c3nc4ccccc4o3)CC2)c1` in HT1080 IDH1KD tx shows -1%
`Nc1nc(-c2ccc(F)cc2)cc(C(F)(F)F)n1` in KB-V1 MDR tox shows -10%
`O=C(NC1CC(=O)N(c2ccccc2)C1)N1CCN(C(=O)c2ccco2)CC1` (stereo not drawn) in KB-V1 MDR tox shows 2%
`CCCCC(=O)N(C)c1c(CC)nc2c(OCC(=O)c3ccc(F)cc3)cccn12` in DRD3 antagonist shows 32

Taken from above for reference:
SMILES	DRD3 agonist	KB-3-1 cytotox	KB-V1 MDR tox	GLP-1R agonist	HT1080 IDH1KD tx	IL1B secr inh	SW480 rerep	HT1080-NT tox	DRD3 antagonist
Cn1cccc1C(=O)NC(=O)COC(=O)Cc1coc2ccc3ccccc3c12	-7	-2%	-14%	4%	-11%	63	-3%	-6%	-13
N#Cc1cccc(S(=O)(=O)NNC(=O)C23CC4CC(CC(C4)C2)C3)c1	0	0%	9%	-6%	-2%	18	-3%	1%	24
CCC(OC(=O)c1ccco1)C(=O)NCc1ccc(OC)cc1 (stereo not drawn)	4	1%	4%	3%	4%	-6	-5%	21%	13

Further results follow.
SMILES	DRD3 agonist	KB-3-1 cytotox	KB-V1 MDR tox	GLP-1R agonist	HT1080 IDH1KD tx	IL1B secr inh	SW480 rerep	HT1080-NT tox	DRD3 antagonist
CCOC(=O)c1[nH]c2ccc(OC)cc2c1NC(=O)c1ccc2c(c1)OCO2	-8	-4%	0%	5%	0%	20	-13%	0%	-2
O=C(CN1C(=O)NC2(CCCCC2)C1=O)Nc1ccc(S(=O)(=O)N2CCOCC2)cc1	-4	10%	12%	-7%	-29%	14	5%	-6%	-1
O=C(CCC(=O)OCc1cccc([N+](=O)[O-])c1)Nc1ccc(F)cc1	1	13%	-17%	-2%	-1%	-11	1%	-2%	-10
CCC1CCCCN1C(=O)CSc1n[nH]c(N)n1 (stereo not drawn)	-13	-7%	?	7%	8%	7	0%	25%	-9
CNS(=O)(=O)c1ccc(C(=O)NCC(=O)NCC2COc3ccccc3O2)cc1 (stereo not drawn)	2	0%	?	0%	7%	12	4%	-3%	2
O=C(NN1C(=O)c2ccccc2NC1c1ccc([N+](=O)[O-])o1)c1ccc([N+](=O)[O-])cc1 (stereo not drawn)	1	-1%	?	13%	?	-104*	?	?	-61*
COc1ccc(C(=O)Nc2cccc(C(=O)NCc3ccccc3)c2)cc1	-9	-6%	?	3%	?	4	9%	-24%	-1
O=C(NC(=S)N1CCCC1)c1ccc(Cl)cc1	4	3%	-8%	9%	-1%	5	1%	15%	6
CC1=CC(C)(C)Nc2ccc(OC(=O)CCN3C(=O)c4ccccc4C3=O)cc21	2	?	?	-23%	?	-99*	9.2µM*	?	13
COc1ccc(CCNCc2ccc(OCc3ccccc3)cc2)cc1	-3	-4%	-1%	13%	18µM*	-99*	89%	?	-8
O=C(Nc1n[nH]c(=S)s1)c1ccco1	-5	3%	-4%	-5%	-5%	13	-9%	-1%	-10
Cc1ccc(C(=O)NCc2nc3ccccc3[nH]2)o1	0	14%	4%	0%	20%	15	-2%	18%	5
COc1ccc(CCNC(=O)CC(=O)N/N=C/c2ccc(Br)cc2)cc1OC	0	0%	-8%	-1%	-4%	-15	-28%	-16%	-12
CCCCc1nc2cc(C(=O)N3CCC[C@H]3CO)ccc2o1	1	1%	12%	-5%	12%	6	30%	0%	8
CC(C1CC2CCC1C2)N1CC(O)=C(c2nc3ccccc3[nH]2)C1=N (stereo not drawn)	-9	-1%	-10%	10%	-17%	-13	25%	-3%	4
CCOc1ccc(NC(=O)c2sc(N3CCOCC3)nc2-c2ccccc2)cc1	4	11%	?	-4%	-3%	-9	-1%	-9%	40
CC(=O)Nc1cccc2c1C(=O)N(c1ccc(C)cc1)C2=O	2	0%	2%	7%	-3%	69	-2%	-2%	22
COc1ccc(NC(=O)c2oc3ccc(S(=O)(=O)N4CCOCC4)cc3c2C)c(OC)c1	1&-5	19%	9%	20%	15%	10	2%	-3%	9
COc1cc(C(=S)N2CCOCC2)cc(OC)c1OC(=O)c1cc([N+](=O)[O-])cc([N+](=O)[O-])c1	0	10%	0%	-11%	1%	22	-4%	3%	-4
CC12CC(c3ccccc3O1)N(C(=O)c1ccco1)C(=S)N2c1ccccc1 (stereo not drawn)	1	-5%	-7%	-1%	-29%	35	18%	2%	-19
COc1ccc(CNn2c(-c3cccs3)nc3ccccc3c2=O)cc1OC	6	-14%	23µM*	9%	-28%	-79*	?	-27%	35

Assay outcomes as filed in PubChem.
